LRH-1 inv ag: LRH-1 (NR5A2) inverse agonists, primary screen, cell-based, luminescence, HEK293T, StAR-luciferase reporter; Nuclear receptor subfamily 5 group A member 2 (Homo sapiens), O00482; LRH-1 transfected, 24 h; inhibition, % at 3.6 µM; actives 0.13% (n = 360,000);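 active means inhibition above the mean inhibition of all tested compounds plus 3 SD, cut at about 73% in these data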;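 further: 0% = DMSO wells and 100% = reporter-only cells lacking LRH-1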
SRC3 inh: SRC3 coactivator transcriptional activity inhibitors, primary screen, cell-based, luminescence. Nuclear receptor coactivator 3 (Homo sapiens), Q9Y6Q9. HEK293 GAL4-SRC3 luciferase reporter. inhibition, % at 3.6 µM. actives 0.17% (n = 360,000). AID 588352, 2011;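 active means inhibition above a per-campaign cutoff, the mean of all compounds plus 3 SD, cut at about 60% in these data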;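 further: 0% = DMSO-treated cells and 100% = gossypol-treated cells at 36 µM; higher means less SRC3-driven luciferase light from the GAL4 reporter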
SRC1 inh: SRC1 coactivator transcriptional activity inhibitors, primary screen, cell-based, luminescence. actives 0.12% (n = 360,000). inhibition, % at 3.6 µM. Nuclear receptor coactivator 1 (Homo sapiens), Q15788. HEK293 GAL4-SRC1 luciferase reporter;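 active means inhibition above the campaign mean plus 3 SD, with each screening campaign given its own cutoff, cut at about 60% in these data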;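 further: 0% = DMSO treated cells and 100% = gossypol at 36 µM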
Target sequence (Q15788 whole entry, looked up, the tested form may be a part): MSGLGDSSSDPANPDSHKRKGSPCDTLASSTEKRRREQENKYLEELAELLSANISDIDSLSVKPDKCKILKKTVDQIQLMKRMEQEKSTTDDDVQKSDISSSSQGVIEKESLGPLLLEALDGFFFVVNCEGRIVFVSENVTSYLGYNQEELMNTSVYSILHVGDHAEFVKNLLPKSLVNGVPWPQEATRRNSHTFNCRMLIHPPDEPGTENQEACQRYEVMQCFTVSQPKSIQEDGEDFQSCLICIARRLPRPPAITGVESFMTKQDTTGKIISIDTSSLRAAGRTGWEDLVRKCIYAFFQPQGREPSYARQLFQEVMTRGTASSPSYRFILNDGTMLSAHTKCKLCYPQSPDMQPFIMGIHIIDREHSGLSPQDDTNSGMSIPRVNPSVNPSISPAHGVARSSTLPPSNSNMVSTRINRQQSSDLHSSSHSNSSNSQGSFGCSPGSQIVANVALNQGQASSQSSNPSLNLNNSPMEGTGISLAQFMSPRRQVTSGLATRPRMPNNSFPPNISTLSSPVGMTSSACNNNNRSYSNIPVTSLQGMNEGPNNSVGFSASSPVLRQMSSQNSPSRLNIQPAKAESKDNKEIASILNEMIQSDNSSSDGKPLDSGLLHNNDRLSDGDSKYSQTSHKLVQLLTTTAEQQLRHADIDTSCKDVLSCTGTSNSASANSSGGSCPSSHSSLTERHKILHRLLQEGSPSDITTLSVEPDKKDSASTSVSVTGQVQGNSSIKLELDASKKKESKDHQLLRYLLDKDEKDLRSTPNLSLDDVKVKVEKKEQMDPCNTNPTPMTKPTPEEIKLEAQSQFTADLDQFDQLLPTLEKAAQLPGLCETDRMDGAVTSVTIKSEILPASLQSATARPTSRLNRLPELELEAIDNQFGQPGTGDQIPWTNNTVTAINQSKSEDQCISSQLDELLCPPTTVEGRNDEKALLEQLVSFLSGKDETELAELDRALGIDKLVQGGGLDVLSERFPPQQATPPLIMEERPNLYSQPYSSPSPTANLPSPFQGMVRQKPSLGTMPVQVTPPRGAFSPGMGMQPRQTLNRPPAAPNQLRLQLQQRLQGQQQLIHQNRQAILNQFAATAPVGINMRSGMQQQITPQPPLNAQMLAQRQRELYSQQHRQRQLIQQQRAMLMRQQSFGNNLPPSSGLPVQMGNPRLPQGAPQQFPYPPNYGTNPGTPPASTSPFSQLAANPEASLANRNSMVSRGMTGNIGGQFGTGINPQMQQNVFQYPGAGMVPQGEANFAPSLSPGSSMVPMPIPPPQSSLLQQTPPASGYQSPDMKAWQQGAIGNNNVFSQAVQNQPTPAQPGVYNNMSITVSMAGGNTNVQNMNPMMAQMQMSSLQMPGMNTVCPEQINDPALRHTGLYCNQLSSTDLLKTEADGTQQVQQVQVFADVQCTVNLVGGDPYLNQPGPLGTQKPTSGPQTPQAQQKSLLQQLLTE
CF NFkB block: inhibitors of PAF-induced NF-kB signaling, primary screen, cell-based, GFP fluorescence, uHTS. KKLEB NF-kB-GFP reporter, GFP fluorescence overnight. actives 0.86% (n = 360,000). inhibition, % at 5 µM;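 active means at least 50% inhibition at 5 µM, scaled per plate between neutral and stimulator controls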;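 further: PAF is a Pseudomonas aeruginosa culture filtrate used as stimulus; plate controls were PAF-stimulated DMSO wells for no effect and unstimulated DMSO wells for full effect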
TROY signal inh: inhibitors of TROY-driven NF-kB signaling, primary screen, Q293 LMP1-TROYcd cells, NF-kB luciferase, uHTS | Q293 LMP1-TROYcd NF-kB luciferase reporter, 4 h | inhibition, % at 10 µM | actives 0.98% (n = 360,000);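 active means compounds whose plate-normalised and pattern-corrected inhibition of the luciferase reporter signal at the single screening dose is 50% or more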
NR2F2 inh: NR2F2 transcriptional activity inhibitors, primary screen, cell-based, luciferase reporter, HEK293T, luminescence | HEK293T NGFI-A luciferase reporter | inhibition, % at 8.6 µM | COUP transcription factor 2 (Homo sapiens), P24468 | AID 686940, 2013 | actives 0.7% (n = 370,000);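 active means inhibition above a per-plate cutoff, mean inhibition of test wells between control levels plus 3 SD, cut at about 38% in these data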;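 further: cells cotransfected with COUP-TFII expression vector driving the NGFI-A reporter; 0% = median of COUP-TF2 test wells and 100% = reporter-only cells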
LMP1 NFkB inh: EBV LMP1-driven NF-kappaB luciferase reporter inhibitors, primary screen, cell-based, luminescence, single point; actives 0.69% (n = 350,000); AID 504558, 2011; inhibition, % at 12.5 µM; LMP1-induced NF-kappaB luciferase reporter cells; in the data active means inhibition above about 41%;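 further: 0% = neutral control wells and 100% = reference inhibitor control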
SRC2 inh: inhibition of GAL4-SRC2 driven luciferase reporter, primary screen, SRC2 inhibitor project, cell-based, luminescence; actives 0.17% (n = 370,000); HEK293 GAL4-SRC2 luciferase reporter; inhibition, % at 9 µM;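 active means inhibition above the mean inhibition of all tested compounds plus 3 SD, set per campaign, cut at about 52% in these data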;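 further: 0% = DMSO treated cells and 100% = cells given Gossypol at 36 µM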
TRAIL sens C8: viability loss with TRAIL in NB7+C8 cells, primary screen, TRAIL sensitizer project, cell-based, ATPlite luminescence. inhibition (viability loss, TRAIL sensitization), % at 10 µM. actives 1% (n = 360,000). AID 624354, 2012;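 active means compounds causing at least 50% loss of cell viability in the single-dose screen, relative to plate controls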
TWEAK-Fn14 inh: inhibitors of TWEAK-Fn14 signaling, primary screen, luciferase reporter cells, uHTS; TWEAK-stimulated Fn14 reporter cells, luciferase luminescence, 8 h; inhibition, % at 10 µM; actives 2% (n = 360,000); AID 1159606, 2016; in the data active means inhibition above about 50%
KKLEB tox: cytotoxicity in KKLEB CF airway cells, primary screen, cytotoxicity control for CF NF-kB inhibitor project, cell-based, uHTS, fluorescence assay plates | KKLEB CF airway cells viability, ATPlite luminescence, overnight; active compounds read low; cells stimulated with P. aeruginosa culture filtrate | activity change (cytotoxicity), % at 5 µM | actives 0.36% (n = 360,000);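 active means corrected activity change at or below -50% at 5 µM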
An asterisk follows results filed as active; · = not tested or not shown.

SMILES	LRH-1 inv ag	SRC3 inh	SRC1 inh	CF NFkB block	TROY signal inh	NR2F2 inh	LMP1 NFkB inh	SRC2 inh	TRAIL sens C8	TWEAK-Fn14 inh	KKLEB tox
CNC(=O)CCCCC(=O)N/N=C/c1ccc(Cl)cc1Cl	5	13	-2	4	-9	-6	3	-3	1	-14	-14
Nc1nc(SCC(=O)N2N=C(c3ccc(Cl)cc3)CC2c2ccco2)n[nH]1 (centres undefined)	0	-1	-12	9	-21	6	2	24	4	-14	-19
COc1ccc(NC(=O)C2COc3ccccc3O2)cc1 (centres undefined)	-92	-72	-66	-22	-48	-29	-22	-20	9	-25	6
COc1cc(OC)cc(C(=O)N2CCN(c3ncccn3)CC2)c1	14	3	-4	11	4	7	2	-23	9	-4	3
CC(C)(C)CC(=O)OCC(=O)Nc1cc(C(C)(C)C)nn1-c1ccccc1	-8	-12	-3	12	2	11	-6	1	7	6	1
COc1ccc(/C(C)=N/NC(=O)CNC(=O)/C=C/c2ccccc2OC)cc1	2	-6	2	-14	3	16	8	-9	-13	-5	5
Cc1cc(C)c2nc(NNC(=O)c3ccc(S(=O)(=O)N4CCCCC4)cc3)sc2c1	12	9	9	17	-3	10	31	14	-2	-23	-10
C[n+]1cnc(-c2ccccc2)cc1-c1ccccc1	0	5	-5	-4	-25	8	-3	-16	28	-18	-1
COc1cccc(NC(=O)C2(C)CCCN2C(=O)C(C)C)c1 (centres undefined)	-22	-20	13	11	-6	0	·	-13	-11	9	-5
CCC(C)(C)NC(=O)CN(C(=O)c1snc(C(N)=O)c1N)c1ccc2c(c1)OCO2	8	13	3	-6	-1	9	-25	-12	23	26	-14
CCCc1nn(C)c2c(=O)[nH]c(-c3cc(S(=O)(=O)Nc4ccc(NC(C)=O)cc4)ccc3OCC)nc12	4	20	-22	-5	3	11	-16	8	-11	4	-5
Clc1ccc(CN2CCc3c([nH]c4ccccc34)C2)cc1Cl	-4	3	-5	2	-3	-13	-10	-4	54*	-2	-24
CSc1nc(O)c(C(c2ccc(O)cc2)c2c(O)nc(SC)[nH]c2=O)c(=O)[nH]1	-4	1	-5	6	3	7	-7	-9	-5	5	-2
CCNc1nc(NCC)nc(C(=O)OCCO)n1	25	-24	-7	0	3	14	1	15	-7	-2	-5
CC1(C(=O)NS(=O)(=O)C2CC2)CCCN(C(=O)COCc2ccccc2)C1 (centres undefined)	11	-4	-10	11	6	-4	·	-3	9	0	-6
CN(C)c1ncnc2c1ncn2C1CCCO1 (centres undefined)	-7	-11	-5	-6	3	-5	-48	3	-7	4	5
Cc1ccccc1CN(C)C(=O)COC(=O)c1ccc2[nH]c(C)c(C)c2c1	-1	-6	-5	-5	12	11	-15	-16	1	-4	-5
Cc1nc(C)c(-c2ccc(SCC(=O)Nc3cccc(Cl)c3C)nn2)s1	16	4	-18	-29	21	-13	7	-4	10	-22	-18
CC1(C)CC(=O)C(C(=O)c2ccccc2)C(=O)C1	11	4	0	-11	-8	-7	1	4	1	-2	-8
O=C(O)c1ccccc1C(=O)NCc1ccccc1	5	5	0	-1	-3	-3	-4	-12	9	2	11
O=C(CCC1CCCC1)NNC(=O)COc1ccc(Br)cc1	-10	10	7	24	-3	-6	4	0	-14	-4	-1
CC(Sc1nnc(CNC(=O)c2ccco2)n1C)C(=O)Nc1nccs1 (centres undefined)	-4	15	15	-6	-6	12	-7	11	-4	10	-2
COc1ccc(NC(=O)CCNS(=O)(=O)c2cc(Br)cnc2N)cc1OC	-7	-2	17	11	0	3	2	-7	-16	10	5
CC(Sc1cnccn1)C(=O)O (centres undefined)	-8	9	19	-4	25	-22	-7	2	5	18	-6
COc1ccc(NC(=O)N(C)C[C@@H]2OCc3cnnn3CCCC(=O)N([C@@H](C)CO)C[C@H]2C)c(OC)c1	7	-5	-16	6	-16	6	-2	28	-1	6	0
(listing goes on)
SMILES	LRH-1 inv ag	SRC3 inh	SRC1 inh	CF NFkB block	TROY signal inh	NR2F2 inh	LMP1 NFkB inh	SRC2 inh	TRAIL sens C8	TWEAK-Fn14 inh	KKLEB tox
CCOc1cc(/C=C/c2ccc3cccc([N+](=O)[O-])c3n2)ccc1O	33	5	-16	-14	-13	-8	-2	0	23	12	12
O=C(NCc1ccccn1)c1cccc(S(=O)(=O)NCc2ccccc2)c1	0	-5	5	24	9	14	-3	-24	-4	-5	0
COC(=O)C[C@H]1C[C@@H]2c3cc(N(C)C)ccc3O[C@@H]2[C@H](CO)O1	-11	0	-11	-3	-4	-14	0	7	4	4	10
COc1ccc(Br)cc1C(=O)O	11	-4	-26	-3	5	-5	3	3	-6	2	-1
CCC(=O)Nc1c(-c2ccccc2Cl)c(=O)c2ccccc2n1C	15	-5	-8	0	-5	-16	7	-1	-11	2	-13
Cc1ccc(N(CC(=O)NC(C)C)C(=O)CCC(=O)Nc2nccs2)cc1C	9	-15	-18	10	3	3	-4	-15	-14	-25	3
COc1cc(NC(=O)c2ccc3nsnc3c2)cc(OC)c1OC	-9	-15	2	-6	-16	-10	2	-2	-22	5	7
CCOC(=O)c1ccc2[nH]c3ccccc3c2c1	-19	-12	-77	-6	-71	-6	-39	-70	14	-25	2
O=[N+]([O-])c1cc(Cl)ccc1N1CCCCC1	-6	2	-4	-3	-4	13	4	-13	1	-4	4
N#Cc1cn(-c2ccccc2)nc1C(=O)c1ccccc1	-3	10	3	10	7	-15	-9	-15	11	-10	1
Cc1cc(Cl)c(OCCOCCN2CCNCC2)c(Cl)c1	19	12	-9	13	11	-17	-12	-20	0	4	-4
N#CCSc1nc(Nc2ccc3c(c2)OCO3)c2ccccc2n1	22	20	14	-3	29	·	1	·	4	24	-20
O=C(C1=C[C@H](c2ccc(Br)cc2)C[C@H](OCCCCO)O1)N1CCN(Cc2ccc3c(c2)OCO3)CC1	-1	0	-1	-23	4	·	8	·	-17	-8	2
CC1CCN(C(=O)CSc2nnc(CNC(=O)c3c(F)cccc3F)o2)CC1	-17	16	-9	23	-23	-8	-10	-5	-15	-6	-6
CCS(=O)(=O)NCC(c1ccco1)N1CCN(c2ccccc2F)CC1 (centres undefined)	-1	19	-13	1	16	10	0	0	-4	27	0
CC1N(C)c2cc(NC(=O)c3ccco3)ccc2C1(C)C (centres undefined)	-40	-39	-62	0	53*	9	-8	-5	25	49	11
OC(c1cccc(Cl)c1)c1nc(/C=C/c2ccccc2)cs1 (centres undefined)	-16	2	2	12	-15	3	·	14	-18	-4	-13
Nc1c(C(=O)Nc2cccc(F)c2)nnn1-c1cccc(C(F)(F)F)c1	-49	-28	-22	-11	7	-39	-13	-29	1	-4	3
CCN(CC)S(=O)(=O)c1ccc(C(=O)/C=C/c2ccc(-c3ccc([N+](=O)[O-])cc3)o2)cc1	-1	-27	-3	-19	-4	12	1	-25	-18	7	18
CSc1nc2sc3c(c2c(=O)n1C)CCCC3	-28	-19	-25	12	-73	3	-16	-11	-2	-34	-7
O=C(Nc1ccc(C(=O)N2CCOCC2)cc1)c1cccc([N+](=O)[O-])c1	44	9	3	-22	-8	0	8	-12	5	6	5
Cc1cccc(C(=O)c2cnc3ccccc3c2-c2ccccc2)c1	-25	4	8	22	8	-6	-6	-4	-16	29	2
CC1CCC2(CC1)Nc1ccccc1C(=O)N2c1ccccc1 (centres undefined)	-85	-21	-49	1	-59	-25	-6	-30	4	-13	-2
COc1cc(OC)c(NC(=O)c2ccc3c(SCC(=O)O)c4c(nc3c2)CCCC4)cc1Cl	-12	3	2	6	-11	9	-15	3	-5	-23	8
CCn1c(=O)n(CC)c2cc(S(N)(=O)=O)ccc21	-12	-1	10	-6	5	-10	-7	5	18	5	-7

A second format for part of the listing above.
Structure,LRH-1 inv ag,SRC3 inh,SRC1 inh,CF NFkB block,TROY signal inh,NR2F2 inh,LMP1 NFkB inh,SRC2 inh,TRAIL sens C8,TWEAK-Fn14 inh,KKLEB tox
CNC(=O)CCCCC(=O)N/N=C/c1ccc(Cl)cc1Cl,5,13,-2,4,-9,-6,3,-3,1,-14,-14
Nc1nc(SCC(=O)N2N=C(c3ccc(Cl)cc3)CC2c2ccco2)n[nH]1 (centres undefined),0,-1,-12,9,-21,6,2,24,4,-14,-19
COc1ccc(NC(=O)C2COc3ccccc3O2)cc1 (centres undefined),-92,-72,-66,-22,-48,-29,-22,-20,9,-25,6
COc1cc(OC)cc(C(=O)N2CCN(c3ncccn3)CC2)c1,14,3,-4,11,4,7,2,-23,9,-4,3
CC(C)(C)CC(=O)OCC(=O)Nc1cc(C(C)(C)C)nn1-c1ccccc1,-8,-12,-3,12,2,11,-6,1,7,6,1
COc1ccc(/C(C)=N/NC(=O)CNC(=O)/C=C/c2ccccc2OC)cc1,2,-6,2,-14,3,16,8,-9,-13,-5,5
Cc1cc(C)c2nc(NNC(=O)c3ccc(S(=O)(=O)N4CCCCC4)cc3)sc2c1,12,9,9,17,-3,10,31,14,-2,-23,-10
C[n+]1cnc(-c2ccccc2)cc1-c1ccccc1,0,5,-5,-4,-25,8,-3,-16,28,-18,-1
COc1cccc(NC(=O)C2(C)CCCN2C(=O)C(C)C)c1 (centres undefined),-22,-20,13,11,-6,0,·,-13,-11,9,-5
CCC(C)(C)NC(=O)CN(C(=O)c1snc(C(N)=O)c1N)c1ccc2c(c1)OCO2,8,13,3,-6,-1,9,-25,-12,23,26,-14

The list goes on:
SMILES	LRH-1 inv ag	SRC3 inh	SRC1 inh	CF NFkB block	TROY signal inh	NR2F2 inh	LMP1 NFkB inh	SRC2 inh	TRAIL sens C8	TWEAK-Fn14 inh	KKLEB tox
Nc1cc(=O)[nH]c(SCC(=O)Nc2ccc(Cl)c(Cl)c2)n1	-5	-3	-3	-14	-12	0	2	6	-3	10	16
Cc1ccccc1C(=O)NC1CCN(C(=O)Nc2ccc(F)cc2)CC1	11	10	16	-9	2	15	9	-16	6	11	7
CC(=O)Nc1ccc(S(=O)(=O)NCc2ccccn2)cc1	7	-7	-7	14	6	-2	15	-21	-14	-6	-2
Cc1ccc(C(=O)N/C(=C\c2cn(C)c3ccccc23)C(=O)NCCN2CCOCC2)cc1	-4	-29	-4	7	-4	-5	-2	3	-5	-14	0
O=C(NCCCc1ccccc1)C1CCN(S(=O)(=O)c2ccc(F)cc2)CC1	5	-1	3	5	14	-12	-5	21	0	25	-4
CS(=O)(=O)NCCOc1ccc(S(=O)(=O)NCCOc2ccccc2)cc1	3	17	6	16	-1	-11	10	4	0	8	-4

Source: PubChem BioAssay (several laboratories)
